# From PubChem BioAssay
# CYP2C9 inh: human CYP2C9 inhibition. CYP2C9 Supersomes, luciferin-H conversion, luminescence. AID 777. inhibition, % at 5 µM. hit rate 20% among 96,000;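 active = blocking of liver enzyme CYP2C9 beyond about 50% at 5 µM, limit read from the data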; also: values of inactives mirror those of a sister screen read the other way
# HUVEC tox TNFa: HUVEC cytotoxicity counter-screen, TNF alpha stimulated; HUVEC TNFalpha-stimulated, Hoechst cell count, imaging; cell count reduction, % at 2 µM; hit rate 0.17% among 93,000; AID 848;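 active = cell count reduction exceeding the screen mean by over 5 SD, scaled to untreated wells per plate, cut at about 78% in these data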;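 also: cells counted after 24 h of TNF alpha exposure following the 1 h pretreatment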
# Candida biofilm: kills Candida albicans biofilms; C. albicans biofilm + clotrimazole, Alamar Blue; inhibition, % at 6 µM; hit rate 0.14% among 85,000;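 active = inhibition above 20%; inactive = inhibition below 20%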;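 also: preformed 24 hr biofilms exposed to compound for 48 hr; 0% = biofilm without compound and 100% = blank killed by clotrimazole plus chlorhexidine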
# IL1B cytotox: toxic to HUVEC cells under IL-1B stimulation; cell count reduction, % at 2 µM; hit rate 0.41% among 94,000; HUVEC cell count loss, Hoechst imaging, IL-1B stimulated;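 active = cell count reduction more than 3 SD above the screen-wide mean, cut at about 70% in these data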;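 also: normalized per plate to untreated control cells as the no-loss baseline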
# CYP2C19 act: increases human CYP2C19 enzyme activity; recombinant CYP2C19, luciferin-H EGE luminescence; hits give high values; 0 = fully inhibited enzyme, 1 = untreated enzyme; activation factor at 5 µM; 96,000 tested, under 10 active; AID 1025;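 active = activation factor of at least 2 at 5 µM in the primary screen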;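 also: 0 = wells with 2.5 mM tranylcypromine and 1 = vehicle-only wells; values of inactives mirror those of a sister screen read the other way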
# CYP2C19 inhib: inhibitors of human CYP2C19; P33261; CYP2C19 Supersomes, luciferin-H EGE luminescence, 30 min; inhibition, % at 5 µM; hit rate 21% among 96,000;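 active = CYP2C19 inhibition above a set limit at 5 µM in the primary screen, cut at about 50% in these data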;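 also: plate controls were negative control wells for no effect and 2.5 mM tranylcypromine positive control for full effect; values of inactives mirror those of a sister screen read the other way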
# VCAM1 TNFa inh: reduces TNF alpha induced VCAM1 expression in HUVEC. HUVEC TNFa-induced VCAM-1 immunofluorescence, high-content imaging. inhibition, % at 2 µM. hit rate 0.48% among 95,000. AID 802;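 active = inhibition above the batch mean plus 3 SD, with images confirmed as a hit by eye, cut at about 37% in these data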;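 also: 0% = TNF-stimulated DMSO wells and 100% = unstimulated control wells; not every result past the cut was called active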
# DAT uptake mod: modulates human dopamine transporter uptake under cocaine; Q01959; LLC-PK1 hDAT cells, [14C]-dopamine uptake with cocaine IC80; actives deviate in either direction; B-score at 10 µM; hit rate 1.3% among 110,000; AID 449768;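 active = Z score or B-score, a plate-position-corrected score, falls beyond the plate's 99.7% confidence bounds, in either direction; inactive = both scores lie inside the 99.7% bounds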;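 also: scored against the spread of the other compound wells on the same plate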
# Target sequence (Q01959 whole entry, looked up): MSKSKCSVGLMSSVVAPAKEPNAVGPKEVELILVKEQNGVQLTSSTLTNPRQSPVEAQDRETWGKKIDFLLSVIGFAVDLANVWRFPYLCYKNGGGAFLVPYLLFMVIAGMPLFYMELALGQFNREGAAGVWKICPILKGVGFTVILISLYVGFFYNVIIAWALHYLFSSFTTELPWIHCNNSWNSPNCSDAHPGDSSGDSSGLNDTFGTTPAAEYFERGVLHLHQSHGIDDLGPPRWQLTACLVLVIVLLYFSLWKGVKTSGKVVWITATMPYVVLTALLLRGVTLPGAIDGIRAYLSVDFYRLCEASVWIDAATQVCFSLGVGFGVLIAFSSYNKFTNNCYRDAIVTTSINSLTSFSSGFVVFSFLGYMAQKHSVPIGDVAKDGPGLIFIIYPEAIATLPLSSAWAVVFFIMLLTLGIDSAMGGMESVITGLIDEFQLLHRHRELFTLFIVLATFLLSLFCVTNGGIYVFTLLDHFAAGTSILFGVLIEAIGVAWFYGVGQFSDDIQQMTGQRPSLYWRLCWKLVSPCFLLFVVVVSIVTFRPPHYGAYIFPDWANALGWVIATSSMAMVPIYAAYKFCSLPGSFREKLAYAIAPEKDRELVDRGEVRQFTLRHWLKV
# CYP2C9 activ: CYP2C9 (human) activation. activation factor at 5 µM. recombinant CYP2C9, luciferin-H conversion, luminescence; hits give high values; factor 1 = untreated enzyme, 0 = blocked. AID 1024. P11712. hit rate 1.4% among 96,000;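 active = activation factor of 2 or more for CYP2C9 at a 5 µM dose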;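 also: 0 = sulfaphenazole-blocked wells and 1 = vehicle-only wells; values of inactives mirror those of a sister screen read the other way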
# Active calls of the source: *; · = not tested or not shown.
SMILES	IL1B cytotox	CYP2C9 activ	CYP2C19 inhib	Candida biofilm	VCAM1 TNFa inh	HUVEC tox TNFa	CYP2C19 act	DAT uptake mod	CYP2C9 inh
CS(=O)(=O)N(CC(=O)N1CCN(c2cccc(Cl)c2)CC1)c1ccccc1	8	0.5	46	5	·	·	0.5	1.5	55*
O=C(CSc1nnc(Cc2cc(=O)[nH]c(=O)[nH]2)n1-c1ccc(Cl)cc1)NC1CCCC1	-18	0.9	2	6	-14	6	1	0.49	6
COC(=O)c1cccc(COC(=O)c2ccc(N(C)C)cc2)c1	-11	·	·	7	7	-22	·	-0.98	·
Cc1ccccc1NC(=O)c1ccc(CN2CCc3ccccc3C2)cc1	-23	0.7	32	·	15	-10	0.7	0.062	27
CCC(=O)Nc1ccc(N2CCCCC2)cc1	5	1	2	7	8	-6	1	-1.6	1
CCOC(=O)c1nnn(-c2nonc2N)c1-c1ccc(OCC)cc1	-45	0.1	99*	5	1	-19	0	-0.13	89*
CCCc1ccc(Oc2cc(N3CCOCC3)nc(-c3ccccc3)n2)cc1	-14	·	·	·	0	-26	·	-0.18	·
CC(C)c1nc2ccccc2c2nnc(SCC(=O)NCc3ccco3)n12	-19	0.2	98*	0	5	-15	0	-0.15	76*
CC(C)CNS(=O)(=O)c1ccc(OCC(=O)Nc2ccc3c(c2)OCO3)c(Cl)c1	-39	0.9	-1	8	12	-20	1	-0.38	13
O=C(OCc1nc2ccccc2s1)c1cccc(S(=O)(=O)N2CCOCC2)c1	18	0.4	60*	·	3	2	0.4	0.023	65*
O=C(Nc1c(C(=O)N2CCOCC2)cnn1-c1ccccc1)c1ccccc1	·	1.1	-17	6	·	·	1.2	-1.1	-8
Cc1cc(C)c(C#N)c(Oc2ccccc2)n1	-10	0.9	26	8	-2	14	0.7	0.12	11
COCCNc1oc(-c2ccc(C)cc2)nc1C#N	-23	0.1	86*	11	3	-9	0.1	·	86*
C=CCOC(=O)c1[nH]c2c(c1C)C(=O)CC(c1cc(OC)c(OC)c(OC)c1)C2 (stereo unspecified)	·	0.1	61*	-3	·	·	0.4	-0.36	87*
O=C(NCCCc1ccccc1)c1ccc(Br)o1	-10	0.5	96*	7	·	·	0	0.0083	51*
Cc1c(NC(=O)CN2CCN(C(=O)c3ccco3)CC2)c(=O)n(-c2ccccc2)n1C	-8	1.1	-9	9	13	-6	1.1	-0.99	-5
Cc1coc(C)c1C(=O)CC1(O)C(=O)Nc2cc(Cl)cc(Cl)c21 (stereo unspecified)	4	0.5	59*	2	7	-30	0.4	0.3	50
Clc1ccc(C2=CC(c3ccco3)n3ncnc3N2)cc1 (stereo unspecified)	10	0.9	16	0	5	-4	0.8	-0.53	7
CC(OC(=O)c1nsc(Cl)c1Cl)C(=O)NCc1ccc2c(c1)OCO2 (stereo unspecified)	12	0.1	31	·	-1	·	0.7	-0.49	92*
Nc1ccc2nc(-c3ccc(N)c(Cl)c3)[nH]c2c1	-18	·	·	6	-32	-10	·	0.017	·
O=c1c2ccccc2nc2n1-c1ccccc1CCC2	-17	1	17	6	8	-5	0.8	-1.1	3
O=C(Cn1c(C(F)(F)F)nc2ccccc21)c1ccc(Cl)cc1	-18	0.6	100*	·	5	-8	0	-0.045	44
CS(=O)(=O)Nc1cccc(C(=O)CC2(O)C(=O)Nc3ccc(Br)cc32)c1 (stereo unspecified)	5	1.3	9	3	10	-3	0.9	-0.0076	-30
FC(F)Oc1ccc(/C=N/c2c(-c3ccc(OC(F)F)cc3)nc3n2CCS3)cc1	-29	·	·	10	8	-25	·	-0.56	·
Cc1ccc(Nc2nc(Oc3ccc(=O)[nH]n3)nc(N(C)C)n2)cc1	6	0.9	-4	5	-20	-39	1	1.4	11
O=c1oc2ccccc2cc1-c1nc2c(s1)CCCC2	23	0.6	20	·	-9	-6	0.8	·	39
Cc1oc(C(C)(C)C)cc1C(=O)Nc1cccc(C(=O)O)c1	-8	0.4	-5	9	23	-13	1.1	0.92	60*
CCN1C(=O)c2ccccc2S(=O)c2ccc(C(=O)NCCCN3CCCC3=O)cc21 (stereo unspecified)	·	0.9	-14	4	·	·	1.1	-0.031	14
Cc1cccn2c(=O)c3cc(C(=O)NCc4ccco4)c(=N)n(C(C)C)c3nc12	-6	1.1	3	-1	5	-26	1	0.88	-7
Cn1c(Cn2cnc3ccccc32)nnc1SCC(=O)CC(=O)Nc1ccccc1	-3	0.3	25	-6	-22	-4	0.7	0.14	70*
O=C(NN1C(=O)C2C3C=CC(C4CC34)C2C1=O)c1ccc(Cl)cc1 (stereo unspecified)	2	0.9	1	·	6	5	1	0.21	10
CC1(C)CC(=O)c2sc(NC(=O)c3cccs3)nc2C1	-17	·	·	-2	-35	-2	·	-0.02	·
Cc1ccc(-c2nn(-c3ccccc3)cc2C(=O)N2CCOCC2)cc1	·	0.3	54*	9	·	·	0.5	0.58	71*
O=C(NCc1ccco1)C(c1ccccc1)N(C(=O)Cc1cccs1)c1ccccc1 (stereo unspecified)	25	·	·	4	-12	-12	·	-0.24	·
Fc1ccccc1COc1ccccc1CNCc1ccncc1	-36	0.3	96*	·	3	3	0	0.31	66*
O=Cc1cn(-c2ccccc2)nc1-c1ccc2c(c1)OCCO2	46	·	·	-4	-22	-24	·	0.33	·
O=C(CN1C(=O)NC2(CCCCCC2)C1=O)c1ccc2c(c1)OCCO2	-44	0.6	14	-4	15	-40	0.9	1.5	41
Cc1occc1-c1nnc(SCC(=O)N2CCOCC2)n1CCc1ccccc1	-16	1	-5	6	-7	4	1	0.035	-4
CCOc1cc(N2CCOCC2)c(OCC)cc1NC(=O)CCS(=O)(=O)c1ccc(Cl)cc1	3	0.9	8	3	-2	0	0.9	0.56	8
Cc1ccc(-n2c(SCc3ccc([N+](=O)[O-])cc3)nc3ccccc3c2=O)cc1	-26	0.5	18	·	-12	·	0.8	0.81	47
Cc1noc(C)c1CSCC(=O)OCC(=O)N1CC(=O)Nc2ccccc21	-17	0.8	0	1	7	-11	1	0.39	21
Cc1ccc(-c2csc(=S)n2CC(=O)OCC(=O)NC(C)C(C)C)cc1 (stereo unspecified)	6	0.3	42	6	-4	10	0.6	0.28	69*
COc1ccc(OCc2nnc3n2N=C(c2ccc(OC)cc2)CS3)cc1	·	0.1	88*	4	·	·	0.1	2.2	90*
O=C(Nc1ccc(N2CCCCC2)c(Cl)c1)c1ccc2c(c1)OCCO2	-5	0.3	30	17	25	-39	0.7	0.69	68*
COc1cccc(-c2noc(N)c2C#N)c1	-25	0.9	10	8	11	-3	0.9	1.4	11
CCCn1c(=O)c2ccccc2n2c(SCN3C(=O)c4ccccc4C3=O)nnc12	·	1	18	9	·	·	0.8	·	0
CCc1nnc(NC(=O)CSc2nnc(CNc3ccc(Cl)cc3)o2)s1	-16	0.6	14	7	·	·	0.9	-0.54	44
O=C(O)c1ccc(N2CCCCCC2)c(N2C(=O)c3ccccc3C2=O)c1	17	1.1	-24	-3	-20	-8	1.2	-1.5	-9
CCOC(=O)CCCNC(=O)COC(=O)c1ccc(O)cc1	-2	2.6*	-13	·	25	-5	1.1	2.5*	-164
CCN1CCN(Cc2c(O)ccc3c(=O)c(-c4ccc(OC)c(OC)c4)c(C(F)(F)F)oc23)CC1	10	0.9	12	6	26	-15	0.9	0.52	8
Cc1ccc(-c2nn(C)c(=O)c3ccccc23)cc1CN1CCOCC1	2	0.7	14	5	2	-1	0.9	0.67	28
CCOC(=O)CSc1nnc(-c2ccc(S(=O)(=O)N3CCC(C)CC3)cc2)o1	-28	0.9	3	1	0	-38	1	-0.16	14
CCCN1C(=O)NC2(O)C(=O)c3ccccc3C12O (stereo unspecified)	-10	1.1	-9	4	3	-1	1.1	-0.22	-9
Cn1cc(Cl)c(C(=O)N2CCN(c3ncccn3)CC2)n1	1	·	·	·	12	-2	·	-1.5	·
CC(C)(C)Nc1c(N)c(=O)oc2ccccc12	25	·	·	6	-2	-8	·	-2	·
CCOc1ccc(S(=O)(=O)Nc2ccc(Cl)cn2)c(C)c1C	-22	0.6	39	7	19	-24	0.6	0.69	36
Cc1ccc(C(C)NC(=O)c2ccco2)cc1C (stereo unspecified)	·	2.2*	48	5	·	·	0.5	0.23	-120
COc1cc(C2/C(=C(\O)c3cc(C)ccc3C)C(=O)C(=O)N2CCN(C)C)ccc1O (stereo unspecified)	-12	1	16	13	-10	20	0.8	-0.65	-3
Clc1ccccc1-c1nnc2sc(-c3ccncc3)nn12	-10	0.7	80*	4	14	-17	0.2	-0.81	34
CC(=O)c1ccc(Oc2cc(C)nc(NCc3ccccc3)n2)cc1	1	1	24	-2	-3	0	0.8	-0.18	0
